# Assay outcomes from PubChem.
# TrxR1 inh: blocks rat thioredoxin reductase 1; Potency, µM (highest dose often 114 µM), inactives show at the top dose activity change, negative = inhibition, most hits filed as inhibitors; 1% of 390,000 active; recombinant rTrxR1, NADPH fluorescence consumption, selenite substrate; also: potency is read from the fitted curve at half-maximal effect; % is scaled to controls: 0 for no effect and ±100 for the full control effect; nearly all actives have a fitted effect of over 65% in size
#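 Rat TrxR1 (90 nM in the dispensed reagent) was pre-reduced with 400 uM NADPH for 5 min at room temperature, then incubated with compound for 15 min. After 400 uM selenite was added, NADPH fluorescence (Ex 340/Em 450 nm) was followed for 8 min.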
# IDH1 R132H inh: blocks human mutant IDH1 R132H enzyme; O75874; Potency, µM (doses to about 76.6 µM), for the others: top-dose activity change, negative = inhibition, usual class: inhibitors; 0.093% of 390,000 active; IDH1-R132H enzyme, NADPH consumption, diaphorase/resazurin fluorescence; also: potency is read from the fitted curve at half-maximal effect; % is scaled to controls: 0 for no effect and ±100 for the full control effect; nearly all actives have a fitted effect of over 65% in size
#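 IDH1-R132H (0.5 ug/mL) preincubated 30 min with compound, then NADPH (0.016 mM) and alpha-KG (2 mM) added; 80 min at RT, pH 7.5. Remaining NADPH coupled via diaphorase/resazurin to fluorescence (540/590 nm); concentration-response curves normalized to no-enzyme control.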
# TrxR1 substrate: rat thioredoxin reductase 1 substrate activity. Potency, µM (doses to about 114 µM), without a hit: at the top dose activity change, negative = substrate turnover. purified TrxR1 substrate turnover, NADPH consumption readout. 0.01% of 390,000 active; also: potency is read from the fitted curve at half-maximal effect; % is scaled to controls: 0 for no effect and ±100 for the full control effect; nearly all actives have a fitted effect of over 50% in size
#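 Rat TrxR1, dispensed at 90 nM, was prereduced with 400 uM NADPH (final) for 5 min at ~22 deg C, then incubated with compound 15 min before 400 uM selenite. A first-read NADPH fluorescence drop versus no-compound background flagged substrates.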
# Glioma ERSR ind: induces the endoplasmic reticulum stress response in human glioma cells; U87-MG GRP78 promoter luciferase reporter, 16 h; Potency, µM, inactives show at the top dose activation, usual class: activators; 0.02% of 420,000 active; also: potency is read from the fitted curve at half-maximal effect; series mostly up to about 76 µM; % of control where 0% means no effect; nearly all actives have a fitted effect of over 35% in size
#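 Stably transfected U87-MG glioma cells carrying a GRP78-based luciferase sensor; 16 h compound incubation. Luminescence end-point read 10 min after Bright-Glo addition at room temperature.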
# Vif-APOBEC3F blk: blocks the Vif interaction with APOBEC3F; Potency, µM (titrated, usually from 46.1 µM), for the others: at the highest dose activity, negative = active; HeLa A3F-eYFP + Vif (tagged APOBEC3F with the HIV-1 protein that degrades it), YFP fluorescence increase; AID 602313; 0.2% of 390,000 active; also: potency is read from the fitted curve at half-maximal effect; % of control where 0% means no effect; nearly all actives have a fitted effect of over 65% in size
#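 HeLa cells stably expressing A3F-eYFP plus Vif, plated and incubated overnight at 37 deg C, then exposed to compounds overnight at 37 deg C. Blocked degradation read as raised yellow fluorescence (Ex 488/Em 500-530).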
# LDHA block: blocks human lactate dehydrogenase A | P00338 | activity change, % (values are at about 110 or 230 µM) | purified LDHA, NADH/diaphorase-resazurin fluorescence; hits give low values | 0.15% of 480,000 active; in the data active = activity change below about -30%; inconclusive = mostly about -25% to -30%;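 also: plate controls were DMSO wells for no effect and wells without enzyme for full effect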
#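 Resorufin fluorescence (ex540/em590), read at 0 and 20 min after diaphorase/resazurin addition, reports the NADH left after a 5 min room-temperature reaction of 2 nM human LDH5 with 0.06 mM NADH and 0.2 mM pyruvate.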
# USP1-UAF1 inh: USP1/UAF1 (human) deubiquitinase inhibition. Potency, µM (series often up to 57.1 µM), inactives show at the highest dose activity change, negative = inhibition, actives largely listed as inhibitors. O94782. 0.23% of 390,000 active. recombinant USP1/UAF1, Ub-Rhodamine cleavage fluorescence. AID 743255; also: potency is read from the fitted curve at half-maximal effect; % is scaled to controls: 0 for no effect and ±100 for the full control effect; nearly all actives have a fitted effect of over 60% in size; inactives centre near -12
# Target sequence (O94782 whole entry, looked up): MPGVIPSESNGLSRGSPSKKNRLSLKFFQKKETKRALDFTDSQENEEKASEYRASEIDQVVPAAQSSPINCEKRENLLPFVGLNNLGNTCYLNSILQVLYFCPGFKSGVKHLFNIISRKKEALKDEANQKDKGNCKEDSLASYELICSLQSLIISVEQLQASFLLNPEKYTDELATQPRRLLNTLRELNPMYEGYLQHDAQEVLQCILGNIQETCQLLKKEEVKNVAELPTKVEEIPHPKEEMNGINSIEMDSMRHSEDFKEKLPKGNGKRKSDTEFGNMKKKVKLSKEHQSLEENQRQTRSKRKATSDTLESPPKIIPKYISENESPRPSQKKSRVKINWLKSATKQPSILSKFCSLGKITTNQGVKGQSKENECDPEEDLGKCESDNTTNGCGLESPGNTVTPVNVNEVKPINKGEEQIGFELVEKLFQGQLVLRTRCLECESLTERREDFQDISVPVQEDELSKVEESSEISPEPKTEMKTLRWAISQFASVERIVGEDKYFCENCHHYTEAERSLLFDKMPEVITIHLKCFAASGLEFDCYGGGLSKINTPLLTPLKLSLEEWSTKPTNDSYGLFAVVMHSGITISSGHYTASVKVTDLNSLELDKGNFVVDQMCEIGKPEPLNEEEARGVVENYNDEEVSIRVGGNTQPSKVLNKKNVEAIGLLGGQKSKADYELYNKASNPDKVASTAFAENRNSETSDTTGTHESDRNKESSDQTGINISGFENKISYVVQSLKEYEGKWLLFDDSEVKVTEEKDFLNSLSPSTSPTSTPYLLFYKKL
#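 In this screen, compounds sit with the deubiquitinase complex (1nM) for 15 min at room temperature before Ub-Rho is added at 150nM final. Fluorescence rise is then followed for 6 reads every 60 seconds.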
# Vif-A3G inh: Vif-A3G binding inhibition; Q9HC16; HeLa A3G-eYFP + Vif (tagged APOBEC3G with the HIV-1 protein that degrades it), YFP fluorescence, overnight; Potency, µM (series often up to 46.1 µM), inactives show at the highest dose activity, negative = active, usual class: inhibitors; 0.076% of 410,000 active;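 also: potency is read from the fitted curve at half-maximal effect; % is scaled to controls: 0 for no effect and ±100 for the full control effect; nearly all actives have a fitted effect of over 60% in size; hits raise eYFP signal because A3G escapes Vif-driven loss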
#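 Read-out is eYFP fluorescence (Ex 488/Em 500-530) from Vif-expressing HeLa A3G-eYFP cells; more signal means A3G escaped Vif-mediated degradation. Cells plated overnight, compound pinned in, incubated overnight at 37 deg C.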
# RGS4 inh: human RGS4 inhibition | Transcreener GDP fluorescence polarization, RGS4-accelerated GTP hydrolysis | AID 504845 | 0.039% of 390,000 active | P49798 | Potency, µM (titrated, usually from 114 µM), without a hit: at the top dose activity change, negative = inhibition, actives largely listed as inhibitors; also: potency is read from the fitted curve at half-maximal effect; % is scaled to controls: 0 for no effect and ±100 for the full control effect; nearly all actives have a fitted effect of over 75% in size; some results filed as inactive show a strong effect at the top dose
# Target sequence (P49798 whole entry, looked up): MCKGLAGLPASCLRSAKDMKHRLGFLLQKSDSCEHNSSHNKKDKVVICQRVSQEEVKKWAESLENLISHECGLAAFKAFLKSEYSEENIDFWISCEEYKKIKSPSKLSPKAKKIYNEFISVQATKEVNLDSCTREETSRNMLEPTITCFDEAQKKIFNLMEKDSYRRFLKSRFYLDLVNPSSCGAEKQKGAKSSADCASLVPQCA
#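 MLSMR compounds (23 nl, pin-transferred) preincubated 10 min at room temperature with a 500nM (2x) first reagent, then RGS4 at 900nM (2x) plus Transcreener GDP mix added; fluorescence polarization (620/688 nm) read before and after 90 min at 30 °C.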
# * = called active by the depositor; ? = inconclusive; nt = not tested or not shown; & = joins results of further samples; [ ] = another dose, or the depositor's remark. Unless noted, calls follow the shape of the dose curve; as a rule, active = well fitted curve in the direction sought with a large enough effect; inconclusive = small, poorly fitted or top-dose-only effect, or another doubt; inactive = no such curve, though single readings can be large; an effect the other way counts as inactive or inconclusive. Some of the compounds tested (hit frequency here may not be typical).
SMILES | TrxR1 inh | IDH1 R132H inh | TrxR1 substrate | Glioma ERSR ind | Vif-APOBEC3F blk | LDHA block | USP1-UAF1 inh | Vif-A3G inh | RGS4 inh
CCS(=O)(=O)NCc1csc(-c2ccccc2)n1 | 5%[57.1 µM] | -3% | 1%[57.1 µM] | 0% | 1% | -3 | -24% | -3% | 5%
CC[C@H](C)[C@H](NC(N)=O)C(=O)Nc1ccc(NC(C)=O)cc1 | 12% | 1% | 0% | -5% | -6% | -5 | -6% | -2% | 20%
COC(=O)C1C(O)C(C)C(O)C(C)(O)/C=C\C=C(/C)C(=O)Nc2c(C)c(OC(C)=O)c3c(c2O)C(=O)C(C)=C2OCOC(=C23)/C(C)=C/C(C)(O)C(O)C(C)C1O (stereo not drawn) | ? | -6% | ? | 0% | 10% | 38 | ? | 6% | -33%
CCn1nc(C)c(Oc2ccccc2O)c1C | 14%[57.1 µM] | -3% | 8%[57.1 µM] | 3% | 0% | -5 | -12% | 2% | 3%
CN(/N=C/c1ccccc1)C(=S)c1ccccc1 | -9% | -2% | -12% | -1% | 9% | -7 | -7% | 1% | 5%
C=C1CCN([C@H](C(=O)NCc2ccc(OC)cc2)C(C)C)S(=O)(=O)c2ccccc21 | 21%[57.1 µM] | -13% | 10%[57.1 µM] | 0% | 0% | -14 | 13% | 0% | 37%
Cc1ccc2c(Sc3ccc(Cl)cc3)c(C(=O)NCCC(C)C)[nH]c2c1 | 17% | 1% | 4% | -3% | -3% | -9 | -16% | 0% | 9%
CCOC(=O)CSc1nnc(Cn2nnc3ccccc32)n1-c1ccc(F)cc1 | 26%[57.1 µM] | 15% | 10%[57.1 µM] | -3% | 1% | -9 | ? | 4% | 13%
COC(=O)C[C@H]1C[C@@H]2c3cc(NC(=O)CN(C)C)ccc3O[C@@H]2[C@H](CO)O1 | nt | 10% | nt | -5% | 4% | 0 | -24% | -3% | nt
O=S1(=O)c2c(F)cccc2O[C@@H](COCc2ccccc2)CN1CCc1ccc(F)cc1 | 45%[activator] | -9% | 20% | -1% | 2% | -2 | -26% | -1% | 0%
O=C(Nc1ccc(C(=O)N2CCOCC2)cc1)c1cccc([N+](=O)[O-])c1 | 15% | 2% | -1% | -10% | -8% | -4 | -8% | 2% | 18%
CCOC(=O)C(=O)Nc1ccc(S(=O)(=O)Nc2ncccn2)cc1 | 16% | 1% | 11% | 14% | 3% | -16 | -13% | 2% | 13%
Cc1cccc(N2CCN(S(=O)(=O)c3c(C)[nH]c(C)c3C(=O)N3CCCCC3)CC2)c1C | 12% | 3% | 7% | 1% | 1% | 0 | -17% | -12% | -8%[11.4 µM]
O=C(Nc1cccc(-c2cccc(Cl)c2)c1)C1CCN(C2CCC2)CC1 | 18% | 5% | 2% | -1% | ? | -1 | -5% | 2% | 28%
COc1cc(NC(C(=O)Nc2cccc(C(C)=O)c2)c2ccccc2)cc(OC)c1OC (stereo not drawn) | -6% | 2% | -11% | 5% | -15% | 9 | -5% | -5% | 9%
COc1ccc(Oc2nc(-c3cccnc3)nc3ccccc23)cc1 | 25%[57.1 µM] | 9% | -3%[57.1 µM] | -8% | 2% | -1&3 | -11% | -6% | -8%
CCN1CCN(CC(=O)N2N=C(c3cccs3)CC2c2ccc(OC)c(OC)c2)C(=O)C1=O (stereo not drawn) | 20%[57.1 µM] | 7% | 9%[57.1 µM] | -4% | 5% | -11 | -1% | 1% | 26%
NC(=O)CSc1nnc(COc2ccccc2)n1Cc1ccco1 | 2% | 14% | 6% | -4% | 1% | 2 | -14% | 1% | -15%
Cc1cc2oc(C(=O)NC3CCS(=O)(=O)C3)c(C)c2cc1C (stereo not drawn) | 17%[57.1 µM] | 11% | 41% | 5% | 3% | -3 | -2% | -8% | -25%
Cc1ccc(C(=O)Nc2nccs2)cc1S(=O)(=O)N1CCCCC1 | 0%[57.1 µM] | 0% | 5%[57.1 µM] | -1% | 4% | -2 | -10% | 2% | 5%
c1ccc(OCc2ccc(CCCN3CCOCC3)cc2)cc1 | 0% | 3% | -3% | 2%&2% | -20% | -2 | -4% | -5% | 17%
COc1ccc(C2SCC(C(=O)O)N2C(C)=O)cc1OC (stereo not drawn) | 27% | 0% | 0% | -4% | 0% | -3 | -3% | 2% | 0%
Cc1cccc(/C=N/c2sc3c(c2C#N)CCN(Cc2ccccc2)C3)c1O | 2%[57.1 µM] | 3% | 3% | 0% | -4% | -5 | -21% | -9% | -2%
O=C(NC1CC(=O)N(c2ccc(Cl)cc2)C1)C(=O)c1c[nH]c2ccccc12 (stereo not drawn) | 15%[57.1 µM] | -8% | -1%[57.1 µM] | -3% | -14% | 3 | -6% | 0% | -4%
O=C(COC(=O)C12CC3CC(CC(C3)C1)C2)NC12CC3CC(CC(C3)C1)C2 | -12% | -2% | -7% | -4% | -2% | -3 | -11% | 3% | 1%
COc1ccccc1NC(=O)N1CCN(c2ccc3nnc(-c4ccc(F)cc4)n3n2)CC1 | -45%[0.0914 µM] | 0%&1% | 8%&-3% | 1%&-5% | 0%&7% | 6&-2 | -14%&-22% | -23%&-1% | ?
CN(C)S(=O)(=O)c1ccc2nnn(OCC(=O)NC3CCS(=O)(=O)C3)c2c1 (stereo not drawn) | 8% | -15% | 4% | 3% | -1% | -5 | -15% | -1% | 4%
CC(=O)c1cc(N2CCOCC2)ccc1[N+](=O)[O-] | 12%[57.1 µM] | -3% | -1%[57.1 µM] | 8% | 0% | -4 | 4% | -1% | 14%
COc1ccccc1N(CC(O)Cn1nc(C)cc1C)S(=O)(=O)c1ccccc1 (stereo not drawn) | 4%[57.1 µM] | 0% | 1%[57.1 µM] | 0% | -16% | -4 | -22% | -6% | 6%
O=[N+]([O-])c1ccc(COc2ccc(Br)cc2CN2CCOCC2)cc1 | -8% | 11% | -6% | -3% | 5% | 1 | -25% | 0% | -10%
CCN1CCN(C(c2ccc(F)cc2)c2c(O)cc(C)n(CCOC)c2=O)CC1 (stereo not drawn) | ? | 5% | 4%[57.1 µM] | -2% | 3% | -7 | ? | -3% | 7%
CCOC(=O)c1cnc(-n2nc(C)cc2C)nc1NCCO | 23% | 2% | 30% | 1% | -14% | 12 | -6% | -3% | -13%
O=C(COc1ncnc2ccccc12)Nc1cc([N+](=O)[O-])ccc1Cl | 31%[57.1 µM] | 2% | -8%[57.1 µM] | -2% | -17% | 0 | -1% | -2% | -15%
C#CCOCCOCCOCCNc1nc(N2CCN(C(=O)CCCCCCCCCCNC(=O)[C@H](CCCCN)n3cc(C)nn3)CC2)nc(N2CCN(C(=O)CCCCCCCCCCNC(=O)[C@H](CCCN=C(N)N)n3cc(C[C@@H](C)CC)nn3)CC2)n1 | -48%[2.29 µM] | -2%[38.3 µM] | -5% | -12% | 0% | 0 | ? | -22% | ?
COc1cccc(/C=N/c2oc(-c3ccccc3)cc2C#N)c1O | 8% | 7% | 95%[activator] | -7% | -13% | 8 | -9% | -1% | -14%[56.9 µM]
CCN1CCN(C(=O)c2ccc(CNS(=O)(=O)c3cccc(OC)c3)cc2)CC1 | -8% | 6% | -2% | -3% | -10% | 1 | -9% | 1% | 5%
Cc1ccc(Sc2c(C)nn(C(=O)c3ccc(Cl)cc3)c2C)cc1 | -6% | 17% | 2% | -1% | 1% | -1 | -21% | 0% | -12%
CCN(C(=O)COC(=O)c1ccc(=O)n(Cc2ccccc2)n1)C1CCS(=O)(=O)C1 (stereo not drawn) | -9% | 3% | -13% | -4% | 11% | -3 | -20% | 1% | -45%
CCN=C(NCC)SC1CC(=O)N(c2ccc(OC)cc2)C1=O (stereo not drawn) | -4% | -2% | 1% | -1% | -4% | -10 | 20% | 1% | 4%
COc1ccc(NC(=O)Cc2nnc(SCC(=O)NC3CCCCC3C)n2C)cc1 (stereo not drawn) | 15% | -5% | 1% | -2% | -2% | -8 | -14% | 5% | 30%
CCCCn1c(NCCN(C)C)nc2c1c(=O)[nH]c(=O)n2C | 4% | 3% | 1% | -6% | 3% | -5 | -11% | 0% | 55%[activator]
CCc1nnc(NC(=O)c2ccc3c(c2)C(=O)N(C(C)(C)C)C3=O)s1 | 17% | 0% | 3% | 7% | -3% | 1 | -9% | -1% | -7%
Cc1nc2c(cc1C#N)C(=O)c1ccccc1-2 | 6%[57.1 µM] | 5% | 7%[57.1 µM] | -2% | -19% | -3 | -14% | -5% | 3%
O=S1(=O)CCOCCCN1Cc1cccc(Cl)c1 | -1% | nt | -4% | 0% | nt | nt | nt | -1% | nt
O=C1CCC/C=C/C[C@@H](CC(=O)N(CCO)Cc2ccccc2)C(=O)NC[C@@H](c2ccccc2)O1 | -4%[57.1 µM] | -14% | 5%[57.1 µM] | -2% | -1% | -2 | -6% | -1% | 1%
Cc1ccc(S(=O)(=O)NCCC(=O)NNC(=O)c2ccccc2O)cc1C | -16% | -4% | 8%[57.1 µM] | 0% | -7% | 4 | 3% | 0% | 12%
C=CCNC(=S)Nc1ccccc1-c1nnc2n1CCCCC2 | -24% | 7% | -17%[57.1 µM] | -4% | 2% | -1 | -16% | -5% | -22%
Cc1ccccc1C(=O)N1CC(=O)Nc2ccc(Cl)cc2C1c1ccccc1 (stereo not drawn) | 18% | -8% | -1% | -3% | -4% | -4 | -23% | -7% | 12%
COc1cc(NC(=O)Cn2c(=O)n(Cc3ccco3)c(=O)c3oc4ccccc4c32)cc(OC)c1 | 13% | -10% | 5% | -1% | 0% | -1 | -10% | -3% | -4%
